# Screening data (PubChem)
# CHT inh = inhibitors of human choline transporter CHT; AID 488975; 0.86% of 310,000 active; CHT-expressing cells, membrane potential dye, choline response; stronger effect = lower value; Q9GZV3; B-score at 10 µM;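 active = B-score over 3 SD under the library average, and starting fluorescence ratio not unusually high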;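 note: choline stimulus applied at its EC90 after an EC20 pre-addition; B-score computed on integrated fluorescence ratio after choline addition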
# Target sequence (Q9GZV3 whole entry, looked up): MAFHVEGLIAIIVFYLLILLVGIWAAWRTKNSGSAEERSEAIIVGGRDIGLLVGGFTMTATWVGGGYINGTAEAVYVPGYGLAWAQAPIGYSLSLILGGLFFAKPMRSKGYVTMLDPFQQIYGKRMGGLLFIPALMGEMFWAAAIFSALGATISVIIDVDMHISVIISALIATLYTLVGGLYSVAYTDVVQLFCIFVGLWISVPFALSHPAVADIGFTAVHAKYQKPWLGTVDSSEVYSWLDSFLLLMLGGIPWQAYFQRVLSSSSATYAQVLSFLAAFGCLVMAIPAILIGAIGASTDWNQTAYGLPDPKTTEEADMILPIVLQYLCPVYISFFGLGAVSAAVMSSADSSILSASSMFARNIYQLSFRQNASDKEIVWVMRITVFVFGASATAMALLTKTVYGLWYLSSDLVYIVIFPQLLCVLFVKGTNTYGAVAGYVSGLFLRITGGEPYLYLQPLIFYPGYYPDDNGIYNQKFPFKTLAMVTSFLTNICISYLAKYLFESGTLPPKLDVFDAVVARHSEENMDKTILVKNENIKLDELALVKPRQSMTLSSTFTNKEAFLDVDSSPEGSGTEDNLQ
# CHT allo act = allosterically activates the human high affinity choline transporter; 0.49% of 310,000 active; B-score at 10 µM; CHT-expressing cells, membrane potential dye, choline EC20; stronger effect = higher value; LV-AA mutant CHT in HEK293 cells; Q9GZV3;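 active = initial fluorescence not abnormally high and integrated response B-score, plate-corrected, over 3 SD above library mean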
# * marks the source's active call; other numbers are inactive results; i = inactive.
SMILES,CHT inh,CHT allo act
CCOc1ccc(C2/C(=C(\O)c3c(C)[nH]c(C(=O)OC)c3C)C(=O)C(=O)N2CCN(C)C)cc1 (stereo not given),i,i
CCn1cc(C(=O)N(CCCN2CCOCC2)Cc2ccco2)c(=O)c2ccc(C)nc21,i,i
CCc1ccc2nc(N(CCCN(C)C)C(=O)c3ccc(S(=O)(=O)N4CCc5ccccc5C4)cc3)sc2c1,i,i
CCc1cccc(CC)c1NC(=S)NC(C)c1ccccc1 (stereo not given),i,i
O=C(Nc1ccc2[nH]ncc2c1)c1ccccc1,i,i
O=C(c1ccc(S(=O)(=O)N2CCCCCC2)cc1)N1CCCC(C(F)(F)F)C1 (stereo not given),i,i
Cc1ncc([N+](=O)[O-])n1CC(O)CCl (stereo not given),i,i
O=S(=O)(Cc1ccccc1Cl)N1CCCC1,i,i
CCCCCN=CC1=C(O)CC(c2ccccc2)CC1=O (stereo not given),i,i
O=C(NNC(=O)C1CCN(Cc2cccc(F)c2)CC1)c1cccc(Cl)c1,i,i
CCCCN(C(=O)C1CC1)C1CCS(=O)(=O)C1 (stereo not given),i,i
CCOC(=O)c1c(NC(=S)Nc2ccccc2)sc2c1CCN(C)C2,i,i
Cc1cc(C)nc(SCC(=O)c2c(N)n(C)c(=O)n(C)c2=O)n1,i,i
CCn1c(=NC(=O)c2cccc(N3C(=O)CCC3=O)c2)sc2c(OC)ccc(OC)c21,i,i
O=C(NCCCO)c1nnc(Cc2c(F)cccc2Cl)o1,i,i
CCc1sc(C(=O)NCCCN2CCCC2=O)cc1Br,i,i
COc1ccc(Nc2cc(C(=O)NCCCN3CCOCC3)c3ccccc3n2)c(OC)c1,i,i
CC[n+]1c(C)sc2c(C)cc(C)cc21,i,7.83*
Cn1c(Cc2ccccc2)n[nH]c1=S,i,i
OC(COCC(F)(F)C(F)(F)C(F)(F)C(F)F)Cn1c2ccc(Cl)cc2c2cc(Cl)ccc21 (stereo not given),i,i
Fc1ccccc1C1c2[nH]c3ccccc3c2CCN1CCCn1cccn1 (stereo not given),i,i
CCOC(=O)c1ccc(Nc2cc(C)nc(N3CCOCC3)n2)cc1,i,i
Oc1ccc(Nc2nc(-c3ccccc3O)nc3ccccc23)cc1,i,i
COCCNc1nc(N)c([N+](=O)[O-])c(NCCO)n1,i,i
C=CCNC(=S)NNC(=O)c1cccn(Cc2ccc(Cl)cc2)c1=O,i,i
CCCCCc1ccc(-c2cn(Cc3ccc(C(=O)c4ccccc4)cc3)nn2)cc1,i,i
Cc1cc(C)c(C#N)c(SCC(O)CS(=O)(=O)Cc2ccccc2)n1 (stereo not given),i,i
O=C(NCCc1c[nH]c2ccccc12)c1cc(S(=O)(=O)N2CCCCC2)ccc1N1CCOCC1,i,i
COc1cc(CNCCSc2nnnn2C)cc(Br)c1OCc1ccccc1,i,i
COc1cc(C(=O)Nc2c(C(=O)O)[nH]c3ccccc23)cc(OC)c1OC,i,i
CCN(Cc1ccccc1)c1ccc(/C=N/NC(=S)NC(C)C)cc1,i,i
Fc1ccc(C2CC(c3ccco3)=Nc3ccccc3S2)cc1 (stereo not given),i,i
CSCCNC(=O)c1ccc(C(C)(C)C)cc1,i,i
Nc1ccc(/C=C/C(=O)c2cccs2)cc1,i,i
C=CCOC(=O)C1=C(C)OC(N)=C(C#N)C1c1ccoc1 (stereo not given),i,i
COc1cc(/C=N/N2CCOCC2)ccc1OCc1ccccc1,i,i
CCOC(=O)N1CCN(CCC(=O)Nc2cccc(Br)c2)CC1,i,i
O=C(NCc1nc2ccccc2[nH]1)C1=C[C@@H](C2CCCCC2)C[C@@H](OCc2ccc(CO)cc2)O1,i,i
CCN(CC)S(=O)(=O)c1ccc(NS(=O)(=O)c2cccs2)cc1,i,i
O=S(=O)(c1ccc(N2CCC(c3ccc(Cl)cc3)=N2)cc1)N(CCO)CCO,i,i
CCc1ccc(N=c2c([N+](=O)[O-])nn(-c3ccc4c(c3)OCCO4)n2O)cc1,-6.29*,i
COc1ccc2c(c1)cc1n2CCN=C1NN,i,i
CCN1CCc2nc(NC(=O)c3cc(F)c(F)cc3Cl)sc2C1,i,i
O=C(CCCC(=O)N(CC(=O)NC1CCCCC1)c1cccc(F)c1)Nc1ccccn1,i,i
CC(Oc1ccccc1Cl)C(=O)N1CCOCC1 (stereo not given),i,i
O=C(COc1ccc([N+](=O)[O-])cc1)NN=C1CCCC1,i,i
Cn1c(CCN2CCOCC2)nc2cc(NC(=O)c3cccs3)ccc21,i,i
Cn1nnnc1SCC(=O)N1CCN(c2ccc(Cl)cc2)CC1,i,i
COC(=O)c1cc2ccc(OC)c(OC)c2c(=O)s1,i,i
Cc1ccc(C2CC(=O)NC(SCc3ccccc3)=C2C#N)cc1 (stereo not given),i,i
CN(C(=O)c1cc(COc2c(F)cccc2F)on1)C1CCOC1 (stereo not given),i,i
O=C1CC(c2ccc3c(c2)OCCO3)Oc2ccc([N+](=O)[O-])cc21 (stereo not given),i,i
CCOC(=O)CSc1nc2ccccc2c(=O)n1CCCCCC(=O)NCc1ccco1,i,i
CCN(CC)c1ccc(/C=N/Nc2nc(C)cc(C)n2)cc1,i,i
O=C(NCCCN1CCOCC1)c1ccc(CS(=O)(=O)Cc2ccc(Cl)cc2)o1,i,i
CCOC(=O)N1CCN(CCC(=O)Nc2ccccc2OC)CC1,i,i
CN(C)C=NC(=O)c1cc(C(=O)c2ccc(F)cc2)c[nH]1,i,i
N#C/C(=C(/O)COC(=O)c1ccc(C#N)cc1)c1nc2ccccc2s1,i,i
Cc1ccc(N2CC(C(=O)Nc3c4c(nn3C(C)(C)C)CS(=O)(=O)C4)CC2=O)cc1C (stereo not given),i,i
CC(=O)c1cccc(OCC(=O)c2cc(C)n(-c3cc(C)on3)c2C)c1,-4.97*,i

# Shown tab-delimited: part of the list above
Molecule	CHT inh	CHT allo act
Cn1c(CCN2CCOCC2)nc2cc(NC(=O)c3cccs3)ccc21	i	i
Cn1nnnc1SCC(=O)N1CCN(c2ccc(Cl)cc2)CC1	i	i
COC(=O)c1cc2ccc(OC)c(OC)c2c(=O)s1	i	i
Cc1ccc(C2CC(=O)NC(SCc3ccccc3)=C2C#N)cc1 (stereo not given)	i	i
CN(C(=O)c1cc(COc2c(F)cccc2F)on1)C1CCOC1 (stereo not given)	i	i

# More entries follow:
SMILES,CHT inh,CHT allo act
Cc1ccnc(NC(=O)CCNS(=O)(=O)c2ccc(C)c(C)c2)c1,i,i
O=C(N/N=C/c1ccccc1OCc1ccccc1Cl)c1cccnc1,i,i
Cc1ccc(NC2CC(=O)N(c3ccc(N4CCCCC4)cc3)C2=O)cc1 (stereo not given),i,i
O=C(Nc1ccc2c(c1)OCO2)c1ccc2nc[nH]c2c1,i,i
O=C(CCc1c[nH]c2ccccc12)Nc1ccc(S(=O)(=O)Nc2ncccn2)cc1,i,i
O=C(Nc1ccccc1C(=O)N1CCOCC1)c1cc2ccccc2o1,i,i
C/C(=N\N=C(/N)SC1CC(=O)N(c2ccc(Cl)c(Cl)c2)C1=O)c1cccs1 (stereo not given),i,i
NC1=NC(c2ccc(Cl)cc2)C(C(=O)c2ccccc2)N1 (stereo not given),i,i
Cc1ccc(NC(=O)CCCCCC2NC(=O)NC2C)cc1 (stereo not given),i,i
CC(C)CN1CCN(Cc2ccc(C#CC(C)(C)O)cc2)CC1CCO (stereo not given),i,i
O=C(NC1CCCCCC1)C1CCCN1S(=O)(=O)c1cccc2cccnc12 (stereo not given),i,i
CC(=O)Nc1ccc(S(=O)(=O)Nc2cc(C)cn(Cc3ccccc3)c2=O)cc1,i,i
Cc1cc(C)n(/N=C/c2ccccc2O)c(=O)c1,i,i
CCCCC(=O)Nc1c2c(nn1-c1cccc(C)c1C)CS(=O)(=O)C2,i,i
O=C(Nc1ccc(NC(=O)c2ccc3c(c2)OCCO3)cc1)c1ccccc1,i,i
Cc1nn(Cc2cccc(C(N)=O)c2)c(C)c1Br,i,i
CC(C(=O)Nc1nccs1)N1C(=O)C2CC=CCC2C1=O (stereo not given),i,i
CC(C)OC(=O)CSc1nnc2c3ccccc3n(C)c2n1,i,i
N#Cc1cc2nc(O)c(O)nc2cc1[N+](=O)[O-],i,i
Cc1cc(C)cc(C(=O)Oc2cc(C)[nH]c(=O)c2[N+](=O)[O-])c1,i,i
O=C(c1ccc([N+](=O)[O-])s1)N1CCCc2ccccc21,i,i
Cc1ccc(C(=O)NCC(=O)Nc2ccccc2C(F)(F)F)cc1,i,i
COc1ccc(-c2nc3ccc(C)cc3c(=O)o2)cc1OC,i,i
CC1(C)C2CCC1(C)C(OC(=O)C[n+]1ccccc1)C2 (stereo not given),i,i
Cc1sc2ncnc(NCCN3CCOCC3)c2c1C,i,i
O=C1Nc2ccccc2C1=Nc1cccc(Cl)c1,i,i
CCC(=O)N1N=C(c2cccs2)CC1c1ccco1 (stereo not given),i,i
O=C(CCNC(=O)c1ccc(Br)cc1)NNC(=O)C1COc2ccccc2O1 (stereo not given),i,i
O=C1CSC(c2cccnc2)N1Cc1ccc(Cl)cc1Cl (stereo not given),i,i
COC(=O)C1=C(CSc2nc3c(cc2C#N)CN(C)CC3)OC(N)=C(C#N)C1c1ccccc1F (stereo not given),i,i
Cc1ccc(NC(=O)CSc2n[nH]c(-c3ccco3)n2)c(C)c1,i,i
O=C(/C=C/c1cccc(Cl)c1)Nn1c(-c2cccs2)nc2ccccc2c1=O,i,i
N#Cc1ccc(NC(=S)NCCN2CCOCC2)cc1,i,i
CC(C)(C)N(Cc1ccccc1)C(=O)COc1cccnc1[N+](=O)[O-],i,i
COC(=O)C1CCN(S(=O)(=O)c2c(C)n(C)c(=O)n(C)c2=O)CC1,i,i
CCOC(=O)c1ccc(NC(=O)N2CCN(C(=O)c3ccco3)CC2)cc1,i,i
CC(=O)c1c(C)[nH]c(C(=O)OCC(=O)N2CCc3ccccc32)c1C,i,i
O=C(COC(=O)c1ccccn1)Nc1cccc(Cl)c1Cl,i,i
CCCNc1c(N)c(=O)oc2ccccc12,i,i
O=C(C1CC1)N1CCc2sccc2C1c1ccc(Cl)cc1 (stereo not given),i,i
O=C(O)[C@H]1CCCC[C@H]1C(=O)Nc1ccc(S(=O)(=O)N2CCCCC2)cc1,i,i
COc1cc(/C=N\n2cnnc2)ccc1OCC(=O)Nc1ccc(C)cc1,i,i
Cc1c(Cl)cccc1NC(=S)NNc1ncc(C(F)(F)F)cc1Cl,-5.27*,i
O=C(CCC(=O)OC(C(=O)c1ccccc1)c1ccccc1)Nc1ccccc1 (stereo not given),i,i
O=C(c1ccnc(Cl)c1)N1CCCC(N2CCN(c3ccccc3F)CC2)C1 (stereo not given),i,i
O=C(c1cc(-c2ccc(O)cc2)on1)N1CCN(c2ccccc2)CC1,i,i
Cc1ccc(S(=O)(=O)c2cc3ccccc3oc2=Nc2ccc3c(c2)OCO3)cc1,i,i
CCOc1ccc(NS(=O)(=O)c2ccc(C(=O)NCC(c3ccco3)N(C)C)cc2)cc1 (stereo not given),i,i
O=C(Nc1nnc(CCc2ccccc2)s1)c1ccccc1F,i,i
O=C1NN(c2ccccc2)C(=O)/C1=C/c1coc2ccccc2c1=O,-5.32*,i
COCCNC(=O)c1ccc(NS(=O)(=O)c2ccc3[nH]c(=O)[nH]c3c2)cc1,i,i
CCCOC(=O)CCCC[C@H]1SC[C@@H](NC(=O)OC)[C@H]1NC(=O)OC,i,i
Cn1ccnc1C(O)c1ccc(OCc2ccccc2)cc1 (stereo not given),i,i
CC(=O)Nc1ccc(-n2c(C)ccc2-c2ccccc2)cc1,i,i
Cc1ccc(NC(=O)OCc2cncs2)cc1,i,i
CC(NC(=O)CCSc1nc(-c2ccco2)cc(C(F)(F)F)n1)c1ccccc1 (stereo not given),i,i
CCOC(=O)Cc1csc(NC(=O)c2c(O)c3c(n(CC(C)C)c2=O)CCCC3)n1,i,i
Cc1ccc(NC(=O)[C@H](C)NC(=O)C2CCN(C(=O)[C@@H](NC(=O)OC(C)(C)C)C(C)C)CC2)cc1,i,i
Cc1ccc(CN2CCN(CC(=O)N/N=C/c3c[nH]c4ccccc34)CC2)cc1,i,i
COC(=O)c1cn(NC(=O)COc2ccc(Cl)cc2)c(=O)c2ccccc12,i,i
# New compounds follow.
SMILES,CHT inh,CHT allo act
CCC1(C)Cc2ccccc2-c2c1c(=O)n(Cc1ccccc1)c1nnnn21 (stereo not given),i,i
O=Cc1ccccc1Oc1nc(N2CCOCC2)nc(N2CCOCC2)n1,i,i
Nc1nc(CSC(=S)N2CCN(c3ccccc3)CC2)nc(Nc2ccccc2)n1,i,i
Cc1ccc2nc(CSc3nnc(Nc4ccccc4C)s3)cc(=O)n2c1,i,i
CNC(=S)NNC(=O)c1cccc(N(C)C)c1,i,i
O=C(/C=C/c1ccccc1)C1C(=O)c2ccccc2C1=O,i,i
O=c1[nH]c(/C(Cl)=C/c2cccc(C(F)(F)F)c2)nc2cc(Cl)ccc12,i,i
CCOC(=O)C1=C(c2ccccc2)Nc2ncnn2C1c1cc(OC)ccc1OC (stereo not given),i,i

# One compound at a time, as listed above. Order of screens: CHT inh, CHT allo act
# Cc1ccc2nc(CSc3nnc(Nc4ccccc4C)s3)cc(=O)n2c1 across the screens: i, i
# Nc1nc(CSC(=S)N2CCN(c3ccccc3)CC2)nc(Nc2ccccc2)n1 across the screens: i, i
# O=C(/C=C/c1ccccc1)C1C(=O)c2ccccc2C1=O across the screens: i, i
# CCOC(=O)C1=C(c2ccccc2)Nc2ncnn2C1c1cc(OC)ccc1OC (stereo not given) across the screens: i, i
# O=c1[nH]c(/C(Cl)=C/c2cccc(C(F)(F)F)c2)nc2cc(Cl)ccc12 across the screens: i, i
